FBPA Giardia inh – Giardia lamblia aldolase inhibition. 0.71% of 290,000 active. Potency, µM (doses to about 59.6 µM), without a hit: at the top dose activity, negative = inhibition, most hits filed as inhibitors. A8B2U2. purified Giardia FBPA; further: potency means the concentration at half of the fitted maximal effect; on the % scale 0 is the no-effect control and ±100 the full control effect; nearly all actives have a fitted effect of over 55% in size
Target sequence (A8B2U2 whole entry, looked up): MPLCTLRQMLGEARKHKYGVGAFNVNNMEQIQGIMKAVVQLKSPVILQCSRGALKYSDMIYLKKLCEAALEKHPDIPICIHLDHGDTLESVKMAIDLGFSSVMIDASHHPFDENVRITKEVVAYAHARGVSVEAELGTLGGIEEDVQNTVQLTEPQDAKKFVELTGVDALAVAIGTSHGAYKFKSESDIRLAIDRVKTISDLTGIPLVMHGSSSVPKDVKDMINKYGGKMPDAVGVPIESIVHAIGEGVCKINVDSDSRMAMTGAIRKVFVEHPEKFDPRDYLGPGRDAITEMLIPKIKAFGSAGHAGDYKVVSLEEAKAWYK
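Giardia FBPA (40 nM reagent) was preincubated 10 min at RT with compound (up to 57.5 uM final), then substrate plus GAPDH/TPI/NAD/arsenate coupling system with diaphorase/resazurin was added; resorufin fluorescence (525/598 nm) was read after 20 min.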
Shiga toxin inh – Shiga toxin inhibition | Vero cells, Shiga toxin protein synthesis inhibition reporter | inhibition, % at 38.7 µM | 9.2% of 290,000 active | AID 2315; in the data active means inhibition mostly above about 28%, no sharp cut-off; inactive means mostly below about 43%; further: 0% is about no effect
Pf growth 96h – P. falciparum growth inhibition at 96 hours | P. falciparum luciferase reporter growth, 96 h | Potency, µM (highest dose often 28.7 µM), without a hit: at the top dose activity change, negative = inhibition, most hits filed as inhibitors | 6.9% of 320,000 active; further: potency means the concentration at half of the fitted maximal effect; on the % scale 0 is the no-effect control and ±100 the full control effect
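Delayed-death screen, second-generation endpoint: infected erythrocytes, 2% hematocrit, 0.05% parasitemia final; 96 hours at 37 C, 5% CO2; luciferase detection reagent; luminescence decrease equals reduced growth.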
CHX counter – counter-screen hit for Shiga toxin inhibitors, cycloheximide | cell reporter, cycloheximide protein synthesis inhibition counterscreen | max response, % | 12% of 300,000 active; in the data active means max response mostly above about 13%, no sharp cut-off; inactive means mostly below about 14%; further: read at 38.3 µM for the half of the compounds with a filed dose; 0% is about no effect
HCV inh – HCV inhibition | Huh7.5.1 HCVcc-Cre infection, luciferase reporter, 44 h | Potency, µM (titrated, usually from 41.8 µM), without a hit: top-dose activity change, negative = inhibition, usual class: inhibitors | 3.4% of 340,000 active; further: potency means the concentration at half of the fitted maximal effect; on the % scale 0 is the no-effect control and ±100 the full control effect
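HCVcc-Cre virus at an moi near 0.5 was added right after compound to cells cultured 4 h from seeding (1,000 cells/well). Luciferase activity was determined 44 h later, 15 min after substrate addition at RT.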
Pf growth 48h – inhibits P. falciparum growth in the first generation, 48 h; P. falciparum luciferase growth in erythrocytes, 48 h; Potency, µM (series often up to 28.7 µM), for inactives: at the highest dose activity change, negative = inhibition, hits mostly inhibitors; 5.9% of 310,000 active; further: potency means the concentration at half of the fitted maximal effect; on the % scale 0 is the no-effect control and ±100 the full control effect
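Firefly luciferase activity from engineered P. falciparum reports growth; inhibitors lower the luminescent signal. Cultures contained 2% hematocrit erythrocytes at 0.1% final parasitemia.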
* marks the source's active call; other numbers are inactive results; ? = inconclusive; . = no result given; & = joins results of further samples; [ ] = dose if it differs, or a comment. Unless noted, the call rests on the fitted dose curve; in most records, active means well fitted curve in the direction sought with a large enough effect; inconclusive means small, poorly fitted or top-dose-only effect, or another doubt; inactive means no such curve, though single readings can be large; an effect the other way counts as inactive or inconclusive.

SMILES	FBPA Giardia inh	Shiga toxin inh	Pf growth 96h	CHX counter	HCV inh	Pf growth 48h
CC(Oc1ccc(Br)cc1)C(=O)N1CCC(C(N)=O)CC1 (stereo unspecified)	7%	-4	31%[activator]	-3	1%	-11%[5.75 µM]
NC(=O)c1ccsc1NC(=O)COC(=O)CNC(=O)c1cccc([N+](=O)[O-])c1	.	.	-12%	.	-10%	-21%
CC(C)NC(=O)c1ccc(-n2nc(C(F)(F)F)c3c2CCCC3)cc1	0%	-14	?	-4	0%	?
CC1(COS(N)(=O)=O)CCCCC1	-9%	12	?	-4	?	-19%
CCOc1ccc(S(=O)(=O)Nc2cc(OC)ccc2OC)cc1	-9%	-21	47%[activator]	-4	-33%	-10%
Cc1ccc(C2CN(C)C3(C(=O)Nc4ccccc43)C23COc2ccccc2C3=O)cc1 (stereo unspecified)	-6%	-14	?	1	2%	15µM*
O=C(/C=C/c1ccc(OC2CSC2)cc1)c1ccccc1	0%	125*	?	47*	3%	131%[activator]
CCOc1cc(S(=O)(=O)NCc2ccc3c(c2)OCO3)ccc1F	-4%	-5	83%[activator]	-5	-3%	7%
CCc1ccc(NC(=O)C(=O)N/N=C(\C)CC(=O)Nc2ccccn2)cc1	-1%	48*	?	36*	6%	77%[activator]
COc1ccc(NC2=NC(=S)N(c3ccccc3C)C23CCCCC3)cc1	-12%	-3	-74%	-3	2%	.

Given bar-delimited: five of the compounds above
SMILES | FBPA Giardia inh | Shiga toxin inh | Pf growth 96h | CHX counter | HCV inh | Pf growth 48h
CCOc1cc(S(=O)(=O)NCc2ccc3c(c2)OCO3)ccc1F | -4% | -5 | 83%[activator] | -5 | -3% | 7%
O=C(/C=C/c1ccc(OC2CSC2)cc1)c1ccccc1 | 0% | 125* | ? | 47* | 3% | 131%[activator]
CCOc1ccc(S(=O)(=O)Nc2cc(OC)ccc2OC)cc1 | -9% | -21 | 47%[activator] | -4 | -33% | -10%
COc1ccc(NC2=NC(=S)N(c3ccccc3C)C23CCCCC3)cc1 | -12% | -3 | -74% | -3 | 2% | .
CCc1ccc(NC(=O)C(=O)N/N=C(\C)CC(=O)Nc2ccccn2)cc1 | -1% | 48* | ? | 36* | 6% | 77%[activator]

(further entries)
SMILES	FBPA Giardia inh	Shiga toxin inh	Pf growth 96h	CHX counter	HCV inh	Pf growth 48h
COC(=O)CSc1nnc(CNC(=O)c2ccc(S(=O)(=O)N3CCOCC3)cc2)n1C	8%	7	31%[activator]	6	13%	8%
C/C(=N/NS(=O)(=O)c1ccc(Cl)cc1)c1cccc(NC(=O)c2ccncc2)c1	-5%	-1	0%	6	-24%	?
Cc1ccc(NC(=O)CNc2cccc(C)c2C)c(C)c1	-27%	42	?	8	?	-29%
COc1ccc(NS(=O)(=O)c2cccc(C(=O)NNC(=O)CNC(=O)c3ccco3)c2)cc1	.	-8	?	-3	19%	106%[activator]
CCOC(=O)CC(NC(=O)Cn1nnc(-c2ccccc2C)n1)c1ccc(OC)cc1 (stereo unspecified)	3%	19	?	2	.	-21%
CNC(=O)COc1ccc(S(=O)(=O)Nc2ccccc2)cc1	6%	-7	0%	1	-11%	9%
O=C(O)c1ccc(C(=O)c2ccc3c(c2)C(=O)N(CC2CCCO2)C3=O)cc1 (stereo unspecified)	13%	-19	?	-1	14%	3%
O=C(Nc1ccccc1)C(c1ccccc1)C1CCCC1 (stereo unspecified)	-5%	-10	?	-2	10%	?
COc1ccccc1NC(=O)Cc1cccc2ccccc12	7%	.	-28%	6	5%	-13%
O=C(OCC(=O)N1CCCc2ccccc21)c1cc(S(=O)(=O)N2CCOCC2)ccc1F	.	.	-11%	.	-9%	6%
COc1ccc(OC)c(Cc2nnc(CCC(=O)N3CCCCC3c3nccs3)o2)c1 (stereo unspecified)	-1%	87*	28%	43*	2%	-11%
Cn1c(=O)c2nc(-c3ccccc3)oc2c2ccccc21	-2%	-7	-1%	-4	-8%	?
COc1cc2ncnc(NCCCN3CCOCC3)c2cc1OC	0%	-7	?	-1	?	?
CCOc1ccc(C(=O)NC(=S)Nc2ccccc2N2CCC(C)CC2)cc1[N+](=O)[O-]	3%	-9	.	-2	?	?
Cn1c(-c2cccc([N+](=O)[O-])c2)[n+](C)c2ccccc21	0%	2	10%	-4	3%	?
O=C(O)c1ccc(NC(=O)C2(c3ccccc3)CCOCC2)cc1	2%	-3	.	-4	8%	2%
COC1=C/C(=C/c2c(N)n3nc(CC(=O)N4CCOCC4)sc3nc2=O)C=CC1=O	.	-3	?	21	14%	-21%
COc1cccc(C(=O)Nc2cccc(NC(C)=O)c2)c1	?	29	?	11	-20%	31%[activator]
O=C(O)c1cccc(N2CCCC2=O)c1	1%	-11	-22%	5	4%	4%
CCN1C(=O)NC(c2cc(Br)ccc2OC)C(C(=O)OC)=C1C (stereo unspecified)	14%	-11	?	3	-8%	?

3 structures already listed, arranged by count of non-hydrogen atoms, rising.
SMILES	FBPA Giardia inh	Shiga toxin inh	Pf growth 96h	CHX counter	HCV inh	Pf growth 48h
COc1cccc(C(=O)Nc2cccc(NC(C)=O)c2)c1	?	29	?	11	-20%	31%[activator]
CCN1C(=O)NC(c2cc(Br)ccc2OC)C(C(=O)OC)=C1C (stereo unspecified)	14%	-11	?	3	-8%	?
COc1ccc(OC)c(Cc2nnc(CCC(=O)N3CCCCC3c3nccs3)o2)c1 (stereo unspecified)	-1%	87*	28%	43*	2%	-11%

Going on with the list.
SMILES	FBPA Giardia inh	Shiga toxin inh	Pf growth 96h	CHX counter	HCV inh	Pf growth 48h
O=C(/C=C/c1cccs1)Nc1ccc(S(=O)(=O)Nc2ncccn2)cc1	1%	-8	-9%	1	11%	-8%
CCCCCCSc1ccc([C@@H]2[C@H]3C(=O)N(C)C(=O)[C@H]3[C@]3(C(=O)OC)CCCCN23)cc1OC	.	.	7.4µM*	.	-1%	?
O=S(Cc1ccc(Cl)cc1)CC(O)COc1ccc(Cl)cc1 (stereo unspecified)	0%	-9	13%	0	-9%	-3%
CC(C)Sc1cc(N2CCCC2)nc(-c2ccccc2)n1	-3%	8	?	-3	?	?
COc1ccc(C(C)=O)cc1COC(=O)c1cc(=O)c2ccccc2o1	2%	1	22%	-4	-4%	8%
CCCC(=O)NC(=S)Nc1ccc(N2CCN(C(=O)c3cccs3)CC2)cc1	2%	-4	-6%[5.75 µM]	10	0.79µM*	?
O=C(COC(=O)c1ccc(Cl)c(S(=O)(=O)N2CCCCC2)c1)NCCc1ccccc1	.	.	-5%	.	14%	?
O=S1(=O)CC/C(=N\Nc2ccccc2)c2ccsc21	-8%	50	1%	-2	11%	-1%
CC(C)NC(=O)c1ccc(-n2c(=S)[nH]c3ccccc3c2=O)cc1	-5%	2	55%[5.75 µM]	-2	.	-2%
COc1ccc(C(=O)CSc2nc(SC)ns2)cc1OC	4%	-12	?	6	-18%	?

Some values from the list:
Under Pf growth 96h, CCCCCCSc1ccc([C@@H]2[C@H]3C(=O)N(C)C(=O)[C@H]3[C@]3(C(=O)OC)CCCCN23)cc1OC is entered as 7.4µM*
Under Pf growth 48h, O=C(/C=C/c1cccs1)Nc1ccc(S(=O)(=O)Nc2ncccn2)cc1 is entered as -8%
Under FBPA Giardia inh, CC(C)NC(=O)c1ccc(-n2c(=S)[nH]c3ccccc3c2=O)cc1 is entered as -5%
Under Pf growth 48h, O=S1(=O)CC/C(=N\Nc2ccccc2)c2ccsc21 is entered as -1%

More structures follow.
SMILES	FBPA Giardia inh	Shiga toxin inh	Pf growth 96h	CHX counter	HCV inh	Pf growth 48h
CCCCCCNC(=O)CC(c1ccccc1)c1cc(Br)ccc1O (stereo unspecified)	4%	6	?	-6	?	12µM*
Cc1ccc(S(=O)(=O)N(C)C)cc1NC(=O)COC(=O)c1ccc2ccccc2n1	.	.	-11%	.	5%	-4%
O=C(CCN1C(=O)/C(=C/c2ccccc2Cl)SC1=S)NC1CCCC1	-6%	-2	?	-3	?	-4%
CCn1c2ccccc2c2cc(NC(=O)CSc3nnc(-c4ccc(OC)c(OC)c4)n3N)ccc21	-6%	-7	?	-1	3%	?
CCCCc1cc2c(cn1)=C(OC(=O)c1cnc3ccccc3n1)C(C)(OC(=O)CC)C(=O)C=2 (stereo unspecified)	?	-5	?	-3	-4%[8.37 µM]	?
CCCc1cc(=O)oc2cc(OCC(=O)N(C)C)c(Cl)cc12	3%	14	6%[5.75 µM]	-5	11%	12%
CC(C)(C)c1cn(-c2ccc(F)cc2)c(=S)[nH]1	6%	-5	.	-8	0%	?
CC(C)c1nnc(NC(=O)c2ccc(S(=O)(=O)N3CCOCC3)cc2)s1	9%	-15	?	-1	-10%	13%
Cc1ccc(C(=O)OCC(=O)NCC2CCCO2)c(C)c1 (stereo unspecified)	1%	13	43%[activator]	6	-1%	28%
O=C(OCc1ccccc1)/C(=C/c1cccc(Br)c1)NC(=O)c1ccco1	1%	-7	1%	-3	.	?
COc1cccc2cc(-c3nnc(SCC(=O)Nc4cc(C(F)(F)F)ccc4Cl)n3N)oc12	4%	-8	.	2	3%&10%	-11%
COc1ccccc1C(=O)COC(=O)c1cc([N+](=O)[O-])ccc1N1CCOCC1	.	.	?	.	?	4.7µM*
O=C1c2ccccc2CCCC12N=NCC2c1cccc2ccccc12 (stereo unspecified)	-8%	7	1.9µM*	-4	2.8µM*	2.6µM*
Cc1ccc(Nc2nnc(SCC3CCCCO3)s2)cc1 (stereo unspecified)	-28%	54*	?	41*	1%	-6%
CC(=O)c1ccc(-n2c(=O)[nH]c(=O)c3c(N)c(C(=O)c4ccc(Cl)cc4)sc32)cc1	2%	-6	0%	-3	-24%	?
Cc1onc(-c2c(Cl)cccc2Cl)c1C(=O)Nc1ccc(C(N)=O)cc1	-5%	-3	?	-3	-1%	-11%
CN(C)c1ccc(C(=O)Nc2cccc(S(=O)(=O)N3CCCC3)c2)cc1	.	.	?	.	?	-13%
CCCC(c1nnnn1Cc1ccccc1)N1CCN(c2ccccc2OC)CC1 (stereo unspecified)	4%	-9	?	-5	-5%	-21%
CCOC(=O)c1c(C)[nH]c(C)c1C(=O)COC(=O)c1nc2nccc(C)n2n1	-1%	30	18%	2	0%	-20%
C=CCn1c(SCC(=O)Nc2ccc(S(N)(=O)=O)cc2)nnc1-c1cnccn1	.	-7	?	-1	7%	6%
O=C(CNC(=O)/C(=C\c1ccc(Br)cc1)NC(=O)c1ccccc1)OCc1ccccc1	3%	-17	4%	-9	-4%	11%
O=C(c1ccc2c3n(nc2c1)-c1ccc(Cl)cc1CO3)N1CCCCC1	-7%	70*	292%[activator]	46*	0%	266%[activator]

Profiles as entered above. Order of values: FBPA Giardia inh, Shiga toxin inh, Pf growth 96h, CHX counter, HCV inh, Pf growth 48h
Results for COc1cccc2cc(-c3nnc(SCC(=O)Nc4cc(C(F)(F)F)ccc4Cl)n3N)oc12 → 4%, -8, ., 2, 3%&10%, -11%
Results for CCCC(c1nnnn1Cc1ccccc1)N1CCN(c2ccccc2OC)CC1 (stereo unspecified) → 4%, -9, ?, -5, -5%, -21%
Results for CCOC(=O)c1c(C)[nH]c(C)c1C(=O)COC(=O)c1nc2nccc(C)n2n1 → -1%, 30, 18%, 2, 0%, -20%
Results for COc1ccccc1C(=O)COC(=O)c1cc([N+](=O)[O-])ccc1N1CCOCC1 → ., ., ?, ., ?, 4.7µM*
Results for CN(C)c1ccc(C(=O)Nc2cccc(S(=O)(=O)N3CCCC3)c2)cc1 → ., ., ?, ., ?, -13%

Source: PubChem (National Center for Advancing Translational Sciences (NCATS))
